From PubChem BioAssay
HCMV antiviral – blocks human cytomegalovirus replication; AID 1259415; HFF cells, HCMV-luciferase reporter, 72 h; stronger effect = lower value; activity change, negative = inhibition, % at 57.5 µM; 410,000 compounds, 4.5% hits; in the data active = activity change below about -60%; inconclusive = no clear call, values can overlap the other calls; inactive = above about -39%
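After 16 h attachment at 37C, HFF cells received test compound and HCMV-luciferase (1 PFU/cell); reporter luminescence read 72 h later, data normalized against buffer-only and known inhibitor Salinomycin.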
FBPA Giardia inh – inhibitors of Giardia lamblia fructose-1,6-bisphosphate aldolase; 290,000 compounds, 0.71% hits; purified Giardia FBPA; Potency, µM (series often up to 59.6 µM), for the others: at the top dose activity, negative = inhibition, hits mostly inhibitors; note: potency is the fitted concentration of half-maximal effect; nearly all actives have a fitted effect of over 55% in size
Target sequence (A8B2U2 whole entry, looked up): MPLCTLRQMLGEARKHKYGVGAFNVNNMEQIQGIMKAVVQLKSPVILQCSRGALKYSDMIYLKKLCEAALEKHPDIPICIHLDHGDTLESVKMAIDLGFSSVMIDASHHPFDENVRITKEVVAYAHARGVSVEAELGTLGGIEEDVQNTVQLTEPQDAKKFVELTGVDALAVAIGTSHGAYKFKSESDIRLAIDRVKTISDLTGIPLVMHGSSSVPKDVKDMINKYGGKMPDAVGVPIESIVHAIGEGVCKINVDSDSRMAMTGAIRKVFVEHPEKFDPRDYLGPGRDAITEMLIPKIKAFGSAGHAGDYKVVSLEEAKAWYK
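Giardia FBPA (40 nM reagent) was preincubated 10 min at RT with compound (up to 57.5 uM final), then substrate plus GAPDH/TPI/NAD/arsenate coupling system with diaphorase/resazurin was added; resorufin fluorescence (525/598 nm) was read after 20 min.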
Sm TGR inh – blocks Schistosoma mansoni thioredoxin glutathione reductase. Potency, µM (titrated, usually from 114 µM), without a hit: top-dose activity change, negative = inhibition, usual class: inhibitors. Q962Y6. purified TGR, DTNB reduction, TNB absorbance 405 nm. AID 485364. 360,000 compounds, 3% hits; note: potency is the fitted concentration of half-maximal effect; nearly all actives have a fitted effect of over 60% in size
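Kinetic colorimetric format: TGR-catalysed, NADPH-driven DTNB reduction monitored via TNB absorbance. Enzyme dispensed at 20 nM; compound exposure 15 min at room temperature before reaction start.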
AmpC detergent – blocks E. coli AmpC beta-lactamase in detergent assay; P00811; Potency, µM (doses to about 114 µM), without a hit: at the highest dose activity change, negative = inhibition, hits mostly inhibitors; 370,000 compounds, 0.041% hits; AmpC hydrolysis of nitrocefin, absorbance 480 nm, 0.01% Triton; AID 485294;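 note: potency is the fitted concentration of half-maximal effect; 0% = no-compound wells and -100% = no-enzyme wells; nearly all actives have a fitted effect of over 25% in size; some results filed as inactive show a strong effect at the top dose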
Target sequence (P00811 whole entry, looked up): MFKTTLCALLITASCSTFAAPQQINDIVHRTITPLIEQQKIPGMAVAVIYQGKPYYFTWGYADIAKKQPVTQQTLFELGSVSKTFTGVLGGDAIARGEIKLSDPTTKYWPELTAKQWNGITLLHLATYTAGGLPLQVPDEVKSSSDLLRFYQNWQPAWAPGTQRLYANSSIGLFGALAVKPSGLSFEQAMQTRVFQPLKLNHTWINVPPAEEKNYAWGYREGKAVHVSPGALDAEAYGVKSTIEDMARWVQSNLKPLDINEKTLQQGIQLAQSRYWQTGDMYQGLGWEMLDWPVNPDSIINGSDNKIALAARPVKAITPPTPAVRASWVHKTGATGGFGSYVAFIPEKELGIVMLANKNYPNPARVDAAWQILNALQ
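20 mM phosphate pH 7.0 + 0.01% (detergent screen) or 0.0001% Triton X-100; 5.3 nM AmpC reagent; cpd preinc 15 min RT; nitrocefin (800 uM stock) to start; A480 q20 s × 4 min; Activity was normalised to no-enzyme and no-compound control wells.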
AMA1 RON2 block – inhibitors of Plasmodium falciparum AMA1-RON2 interaction | AID 720542 | AlphaScreen AMA1-biotinylated RON2 peptide binding | 360,000 compounds, 0.2% hits | Potency, µM (titrated, usually from 58.2 µM), inactives show top-dose activity change, negative = inhibition, usual class: inhibitors;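 note: potency is the fitted concentration of half-maximal effect; 0% = vehicle wells and -100% = peptide control; nearly all actives have a fitted effect of over 45% in size; some results filed as inactive show a strong effect at the top dose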
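AMA1 (3D7) with his tag at 25 nM final met compounds first, then biotinylated RON2 peptide at 25 nM; detection used donor plus acceptor beads, 10 µg/mL apiece, read by AlphaScreen after 30 min at room temperature.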
HCV inh – blocks hepatitis C virus. AID 651820. Potency, µM (titrated, usually from 41.8 µM), without a hit: top-dose activity change, negative = inhibition, most hits filed as inhibitors. Huh7.5.1 HCVcc-Cre infection, luciferase reporter, 44 h. 340,000 compounds, 3.4% hits; note: potency is the fitted concentration of half-maximal effect
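Infectious HCV cell culture screen: compound-treated cells (1,000/well, pre-plated 4 h) are infected with HCVcc-Cre at roughly 0.5 moi and grown 44 h. Infection is quantified by luciferase signal after 15 min substrate incubation at room temperature.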
* marks the source's active call; other numbers are inactive results; u = inconclusive; x = no result given; & = joins results of further samples; [ ] = remark or other dose. Unless noted, calls come from the whole dose curve; as a rule, active = well fitted curve in the direction sought with a large enough effect; inconclusive = small, poorly fitted or top-dose-only effect, or another doubt; inactive = no such curve, though single readings can be large; an effect the other way counts as inactive or inconclusive. Unless noted, % is set by controls: 0 for no effect and ±100 for the full control effect.

SMILES | HCMV antiviral | FBPA Giardia inh | Sm TGR inh | AmpC detergent | AMA1 RON2 block | HCV inh
COc1ccc(S(=O)(=O)Nc2ccc(S(=O)(=O)N3CCCCC3)cc2)cc1OC | -6.9 | 7.0% | 7.0% | 2.7% | 5.6% | -1.6%
O=C(Nc1ccc(N2CCCC2)cc1)c1cc([N+](=O)[O-])ccc1N1CCOCC1 | 9.7 | 0.1% | 1.2% | u | -7.3% | u
O=S(=O)(NCc1ccccc1Cl)c1ccc(-n2cnnn2)cc1 | -8.4 | -1.9% | 6.9% | -11.7% | 5.9% | 3.9%
COCCNC(=O)/C(C#N)=C/c1cccs1 | -39.7 | -3.4% | 1.3% | 1.8% | 4.4% | 8.5%
CCOc1ccccc1NC(=O)Nc1cc2c(cc1N1CCCCC1)n(CC)c(=O)n2CC | -61.6* | x | -12.1% | -1.7% | x | x
COc1cccc(N(CC(=O)N2CCOCC2)S(C)(=O)=O)c1 | 38.7 | 12.4% | -4.3% | u | 11.2% | 3.9%
C/C(CC(=O)Nc1ccc(N(C)C)cc1)=N\NC(=O)c1ccncc1 | -31.6 | -9.7% | u | 3.8% | 45.3%[activator] | -0.6%
Cc1ccccc1NS(=O)(=O)c1ccc2[nH]cc(C(=O)NCCc3ccccc3)c(=O)c2c1 | -0.1 | x | 6.6% | u | x | x
CCOC(=O)c1ccn(-c2nc(-c3cccc(OC)c3)cc(C(F)(F)F)n2)n1 | -1.5 | x | -4.5% | 1.5% | x | x
O=C(Nc1c2c(nc3ccccc13)CCCC2)c1ccccc1F | -20.4 | 4.7% | -8.2% | -10.6% | -14.1% | u
O=C(/C=C/CCc1ccc2c(c1)OCO2)N1CCCCC1 | 1.3 | x | x | x | -7.8% | -13.3%
O=C(CCCOc1ccccc1)Nc1cccnc1 | -33.6 | 0.2% | -21.4% | 1.9% | 2.7% | 7.1%
COc1cc(/C=C2\C(=O)NN(c3ccccc3)C2=O)cc([N+](=O)[O-])c1O | -18.0 | -26.7% | -3.8% | 2.9% | -15.5% | -3.6%
COc1ccc(-c2nn(-c3ccccc3)cc2/C=N/N=C(N)N)cc1OC | u | -0.7% | -1.7% | 0.8% | -15.8% | u
CCOc1ccc2[nH]c(C(=O)N/N=C/c3ccccc3OC)cc2c1 | -32.3 | 7.6% | 1.9% | -17.0% | -5.4% | 11.3%
CCOC(=O)C1=C(C)N(CCCC(=O)O)C(=O)NC1c1ccc([N+](=O)[O-])cc1 (centres undefined) | -4.9 | -5.1% | -7.1% | u | 11.1% | -13.6%[8.37 µM]
COc1ccc(C2C(C(=O)c3cc4cccc(OC)c4o3)=C(O)C(=O)N2CCCN(C)C)cc1OC (centres undefined) | x | 1.4% | u | u | x | x
Nc1ccccc1Nc1cc(-c2ccccc2)nn1-c1cccc(Cl)c1 | -38.3 | -9.9% | -2.7% | -2.3% | u | u
O=C1C(=O)N(c2ccccn2)C(c2ccc(F)cc2)/C1=C(/O)c1ccc(Br)cc1 (centres undefined) | 49.5 | -4.1% | 7.3% | -16.3% | 8.5% | 6.3%
COc1cc(NC(=O)c2ccc3c(c2)S(=O)(=O)N=C2CCCCCN23)cc(OC)c1 | -17.3 | x | -18.5% | 0.0% | 17.0% | u
O=C1CS(=O)(=O)c2ccccc2N1 | 9.4 | -4.1% | -14.1% | 2.6% | 3.9% | 10.7%
CC(C)C(=O)Nc1cccc(C(=O)Nc2nnc(C(C)C)s2)c1 | 15.1 | 3.0% | -16.1% | u | 0.0% | u
CCN(CC)C(=O)/C(NC(=O)c1ccccc1)=C(/Sc1ncccn1)c1ccccc1 | -15.6 | -3.8% | u | -8.2% | 6.8%[11.6 µM] | 16.5%
COc1cccc(C2c3cc4c(cc3OC(C)(N3CCCC3)C2C)OCO4)c1O (centres undefined) | 25.3 | x | x | x | -21.3% | 6.8%
CCO[C@@H]1OC(C(=O)N2CCN(Cc3ccccc3)CC2)=C[C@H](c2ccc(C(F)(F)F)cc2)[C@H]1CCCO | -11.8 | 0.4% | u | -3.8% | 47.5%[activator] | u
C[N+](C)(C)CCc1ccc(O)cc1 | 18.2 | 1.9% | 3.9% | 2.7% | 0.0% | 34.3%[activator]
COc1cc(Cl)c(C)cc1NC(=O)CC1SC(N2CCOCC2)=NC1=O (centres undefined) | -4.9 | x | -5.3% | 2.6% | -1.8% | 8.9%
CN(C)c1ccc(NC(=O)C(=O)C2C(=O)Nc3ccccc32)cc1 (centres undefined) | 54.0 | -1.3% | 0.1% | 6.7% | 0.0% | 15.3%
NC(=O)C1CCN(c2nc(-c3cc4ccccc4o3)cs2)CC1 | u | x | u | 0.6% | x | x
O=C(NCc1ccccc1)C(c1ccc(F)cc1)N(C(=O)c1csnn1)C1CCCC1 (centres undefined) | 0.1 | 0.0% | 2.0% | -0.3% | 2.1% | 0.2%
CCOc1ccc(OCC)c(NC(=O)CCS(=O)(=O)c2ccc(Br)s2)c1 | -4.7 | 4.5% | -17.7% | 1.7% | -5.0% | u
COc1ccc(CC(=O)Nc2c(C(=O)N3CCN(c4ccccc4OC)CC3)oc3ccccc23)cc1OC | u | x | 21.5% | -3.5% | -8.2% | u
O=C1CN=C(c2ccccc2)c2c(sc3c2CCCC3)N1 | u | 3.2% | -17.5% | -13.1% | 0.0% | u
COc1ccc(Nc2ncnc3c2c(C)c(C)n3CCO)cc1 | 166.6 | 4.9% | 8.1% | -1.6% | -2.0% | 0.9%
COc1cccc(NC(=O)C2CCCN(S(=O)(=O)c3c(C)nn(C)c3C)C2)c1 (centres undefined) | -1.3 | x | -0.8% | 1.1% | x | x
COc1cc(OC)c(Nc2c3c(nc4nc(-c5cccs5)nn24)CCCC3)cc1Cl | 11.4 | x | -32.5% | 4.1% | x | x
CC(=O)c1c(C)[nH]c(C(=O)NCc2cccs2)c1C | 14.1 | -1.1% | -8.8% | -14.4% | -12.3% | -13.4%
COc1cccc(-c2nc(S(=O)(=O)c3ccc(C)cc3)c(NCc3ccccc3)o2)c1 | 2.2 | x | 44.7µM* | 0.1% | x | x
CCc1cc(C(=O)O)c(NC(=O)C(c2ccccc2)c2ccccc2)s1 | 38.1 | 4.0% | -5.8% | u | -3.3% | -21.0%
O=C(CSCc1cnn(-c2ccccc2)c1-n1cccc1)NCc1ccccc1F | -75.8* | x | -0.4% | -0.6% | x | x

Compound profiles, from the list above.
NC(=O)C1CCN(c2nc(-c3cc4ccccc4o3)cs2)CC1 is listed with HCMV antiviral: u; FBPA Giardia inh: x; Sm TGR inh: u; AmpC detergent: 0.6%; AMA1 RON2 block: x; HCV inh: x
O=C(NCc1ccccc1)C(c1ccc(F)cc1)N(C(=O)c1csnn1)C1CCCC1 (centres undefined) is listed with HCMV antiviral: 0.1; FBPA Giardia inh: 0.0%; Sm TGR inh: 2.0%; AmpC detergent: -0.3%; AMA1 RON2 block: 2.1%; HCV inh: 0.2%
O=C1CS(=O)(=O)c2ccccc2N1 is listed with HCMV antiviral: 9.4; FBPA Giardia inh: -4.1%; Sm TGR inh: -14.1%; AmpC detergent: 2.6%; AMA1 RON2 block: 3.9%; HCV inh: 10.7%

The main list resumes; the two compounds before the break are reprinted first.
SMILES | HCMV antiviral | FBPA Giardia inh | Sm TGR inh | AmpC detergent | AMA1 RON2 block | HCV inh
CCc1cc(C(=O)O)c(NC(=O)C(c2ccccc2)c2ccccc2)s1 | 38.1 | 4.0% | -5.8% | u | -3.3% | -21.0%
O=C(CSCc1cnn(-c2ccccc2)c1-n1cccc1)NCc1ccccc1F | -75.8* | x | -0.4% | -0.6% | x | x
CC(=O)Nc1ccc(S(=O)(=O)N(CCc2ccccc2)CC(=O)N/N=C/c2ccc(C(=O)O)cc2)cc1 | -33.0 | 7.3% | 14.7% | 7.3% | 12.3% | 17.9%
CC(=O)Nc1ccc(NC(=O)c2ccc(COc3ccc4c(C)cc(=O)oc4c3)cc2)cc1 | x | 2.3% | 4.6% | -9.6% | x | 10.7%
C/C=C/Cn1c(N(C)Cc2ccccc2)nc2c1c(=O)[nH]c(=O)n2C | 21.6 | -1.3% | 0.8% | -2.2% | -9.8% | -19.0%
CN1CCN(C(=O)CN(c2cccc(Cl)c2)S(=O)(=O)c2ccccc2)CC1 | 3.5 | 5.6% | -1.4% | u | 8.4% | 0.7%
Cc1ccc(N)c(C(=O)CCCCC(=O)O)c1 | 27.0 | 9.5% | -4.7%[11.4 µM] | -10.6% | -2.6% | 1.0%
CCOc1ccc(-c2ccc(SCC(=O)Nc3nnc(C)s3)nn2)cc1 | 98.4 | 10.2% | 6.5% | 3.3% | 1.6% | -3.6%
CCOC(=O)c1[nH]c2ccc(F)cc2c1NC(=O)C(C)N1CCc2cc(OC)c(OC)cc2C1 (centres undefined) | -30.2 | -9.2% | -26.6% | 2.9% | -2.4% | u
Cc1ccc(CN(Cc2ccco2)C(=O)c2ccc(Cl)cc2Cl)cc1 | -3.3 | x | -9.5% | -3.8% | x | x
CCc1cccc(C)c1NC(=O)CSc1nc2ccncc2[nH]1 | -5.2&-7.9 | u | 9.5%&-2.4% | -1.9%&-6.2% | -10.4% | 7.2%
Clc1ccc2[nH]c3c(c2c1)CNCC3 | 2.9 | -11.5% | -34.1% | -5.9% | -9.7% | u
CCOC(=O)N1CCN(C(=O)c2cnn(-c3cccc(F)c3)c2-n2cccc2)CC1 | u | x | 4.6% | 1.9% | x | x
COc1ccc(C(=O)ON=C2CCN(C)CC2)cc1 | u | -0.4% | 2.4% | 2.5% | 18.5% | 23.1%
Cc1c(OCC(=O)NCCN2CCOCC2)ccc2c1oc(=O)c1ccccc12 | u | 3.8% | -10.2% | -5.4% | 7.9% | u
CN(C)CCNC(=O)C1(O)c2cc(Br)ccc2NC(=O)N1c1ccc(Cl)cc1 (centres undefined) | -29.4 | 11.5% | -28.9% | -0.2% | 28.1% | 23.1%
Cc1ccc(CSc2nc3sc(C)c(C)c3c(=O)n2Cc2ccco2)cc1 | -1.5 | 3.0% | -30.7% | -3.8% | 8.9% | 9.3%
CC(=O)C1C(=O)CC(C)(O)C(C(C)=O)C1c1ccc(N(C)C)cc1 (centres undefined) | 13.3 | -19.8% | 4.9% | u | 32.0%[activator] | -2.9%
CC12CN3CC(c4ccccc4)(CN(C1)C31CCCCC1)C2=O | -31.2 | 2.8% | 5.9% | 0.3% | 10.3% | -1.1%
CCN(CC)CCNC(=O)c1sc2nc(-c3ccccc3)cn2c1C | -36.6 | 9.9% | -0.6% | -5.9% | -2.8% | u
Cc1ccc(NC(=O)CSc2nnc(C3CC3)n2N)cc1S(=O)(=O)N1CCOCC1 | -7.0 | -7.6% | 14.2% | 10.2% | 14.1% | 18.6%
COc1ccc([N+](=O)[O-])cc1/C=N/NC(=O)c1nonc1N | u | 0.3% | 8.9% | u | 4.7% | 11.0%
COc1cccc(OCC(=O)NC2CC(=O)N(c3cccc(OC)c3)C2)c1 (centres undefined) | 56.5 | x | 4.1% | 1.3% | x | x
CCN(c1ccccc1)S(=O)(=O)c1ccc(Cl)c(C(=O)O)c1 | -1.4 | -8.8% | 11.8% | -2.9% | -10.9% | 10.3%
